High-throughput results as filed in PubChem.
T cruzi growth – inhibitors of T. cruzi proliferation. T. cruzi beta-gal in NIH3T3, GalScreen luminescence, 90 h. inhibition, % at 8.34 µM. 5.9% of 77,000 active. AID 624255;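 active = mean inhibition above about 93%, with at least 55% of replicates each passing it, limit read from the data, passing the limit was not always enough; inconclusive = only one of those two conditions holds; inactive = neither condition holds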
GASC1 inh – blocks human GASC-1 (KDM4C) demethylase activity. GST-KDM4C 2-372, H3K9me3 peptide, LANCE TR-FRET. AID 720574. inhibition, % at 12.5 µM. Q9H3R0. 0.15% of 96,000 active;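 active = mean replicate inhibition above about 25%, with at least 55% of replicates also reaching it, limit read from the data, passing the limit was not always enough; inconclusive = only one of those two conditions met; inactive = neither condition met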
Target sequence (Q9H3R0 2-372 limits assumed): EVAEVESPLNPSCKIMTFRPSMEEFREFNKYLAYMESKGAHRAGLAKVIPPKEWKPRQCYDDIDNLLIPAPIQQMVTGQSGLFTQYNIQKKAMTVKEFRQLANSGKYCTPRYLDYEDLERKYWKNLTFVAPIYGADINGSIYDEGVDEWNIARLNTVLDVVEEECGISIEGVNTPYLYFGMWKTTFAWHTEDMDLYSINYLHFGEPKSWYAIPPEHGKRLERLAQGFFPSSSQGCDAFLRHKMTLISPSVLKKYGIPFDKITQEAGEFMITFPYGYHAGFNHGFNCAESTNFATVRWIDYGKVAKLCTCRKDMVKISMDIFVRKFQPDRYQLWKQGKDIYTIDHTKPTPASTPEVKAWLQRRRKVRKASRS
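Material: GST-tagged GASC-1 (JMJD2C) catalytic fragment, aa 2-372 / Quantity: enzyme final amount 10 nM / Medium: HEPES buffer, pH 7.5, plus ascorbate / Doses: one test concentration per compound / Incubation: 30 min reaction, 60 min detection, RT / Measured by: LANCE TR-FRET / Read-out: inhibition from TR-FRET ratio decrease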
C diff growth – C. difficile growth inhibition; Clostridium difficile clinical isolate growth, OD600, 24 h; hits give low values; growth activity, negative = inhibition, % at 16 µg/mL (by protocol); 0.25% of 86,000 active;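 active = mean growth activity at or below -80% and every replicate also at or below -80%; inconclusive = mean at or below -80% but some replicate above -80%; inactive = mean growth activity above -80%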;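 note: 0% = DMSO wells and -100% = levofloxacin 16 µg/mL wells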
Pf Dd2 inh – P. falciparum Dd2 growth inhibition; activity change, % at 10 µM; 2.3% of 94,000 active; SYBR Green, 72 h; hits give low values; in the data active = activity change below about -80%; inconclusive = no clear call, values can overlap the other calls
* marks the source's active call; other numbers are inactive results; ? = inconclusive; / = no result given; & = joins results of further samples.

SMILES	T cruzi growth	GASC1 inh	C diff growth	Pf Dd2 inh
COc1ccc(NC(=O)Nc2ccc3c(c2)CC(=O)N([C@H](C)CO)C[C@H](C)[C@H](CN(C)Cc2ccc(Cl)c(Cl)c2)O3)cc1	74	-0.3	16	3
C[C@@H]1CN([C@@H](C)CO)C(=O)CCCn2cc(nn2)CO[C@@H]1CN(C)C(=O)c1ccc2ccn(C)c2c1	13	0.0	-1	4
C[C@@H]1CN([C@@H](C)CO)C(=O)Cc2cc(NS(=O)(=O)c3ccc(F)cc3)ccc2O[C@@H]1CN(C)Cc1ccc(C(F)(F)F)cc1	90	-0.2	16	18
NCC[C@H]1CC[C@@H](NC(=O)CCN2CCCCC2)[C@H](CO)O1	/	1.4	-4	28
C[C@H](CO)N1C[C@H](C)[C@H](CN(C)CC2CC2)Oc2ccc(NC(=O)CCCCCC(=O)Nc3ccccc3N)cc2C1=O	21	/	0	1
CC(C)NC(=O)N1CCCCN2[C@H](CO)[C@@H](c3ccc(Br)cc3)[C@@H]2C1	6	-0.1	-5	42
C[C@@H]1CN([C@H](C)CO)C(=O)c2cccc(NC(=O)Nc3ccc(C(F)(F)F)cc3)c2O[C@@H]1CN(C)Cc1ccc(C(=O)O)cc1	-40	-0.2	0	20
CC(C)(O)C#Cc1ccc([C@H]2[C@@H](CO)N3CCCCN(C(=O)c4cccnc4)C[C@@H]23)cc1	65	0.2	-4	-26
CCCNC(=O)N(C)C[C@@H]1Oc2ncc(C#CCC(C)C)cc2C(=O)N([C@H](C)CO)C[C@H]1C	-25	-0.4	4	-3
O=C(c1cnccn1)N1CC(=O)N2[C@H](C1)[C@H](c1ccc(-c3cccc(F)c3)cc1)[C@@H]2CO	/	0.1	6	-53
CO[C@@H]1CN(C)C(=O)c2cc(NS(=O)(=O)c3cccc(F)c3)ccc2OC[C@@H](C)NC[C@@H]1C	38	-0.5	/	11
C[C@@H]1CN([C@@H](C)CO)C(=O)c2ccccc2-c2ccccc2CO[C@@H]1CN(C)S(=O)(=O)CC(F)(F)F	0	-1.6	-2	26
COc1cccc(C(=O)Nc2ccc3c(c2)C(=O)N(C)C[C@@H](OC)[C@H](C)CN(C(=O)C2CCC2)[C@H](C)CO3)c1	19	1.5	/	1
C[C@H]1CN([C@@H](C)CO)C(=O)c2cc(NS(C)(=O)=O)ccc2O[C@@H]1CN(C)Cc1ccccc1	14	1.0	3	27
C[C@H]1CN([C@@H](C)CO)C(=O)c2cc(NC(=O)Nc3ccc(F)cc3)ccc2O[C@@H]1CN(C)Cc1ccc2c(c1)OCO2	/	-0.2	-2	-4
O=C(c1cccc(F)c1)N1CCCCN2[C@@H](CO)[C@H](c3ccc(C#CC4(O)CCCC4)cc3)[C@@H]2C1	?	0.4	-7	11
O=C(C[C@H]1C=C[C@@H](NC(=O)C2CCC2)[C@@H](CO)O1)NC1CCC1	/	5.2	0	-5
C[C@H](CO)N1C[C@H](C)[C@@H](CN(C)Cc2ccccn2)Oc2ncc(C#Cc3cccc(F)c3)cc2C1=O	47	0.9	-3	-47
O=C(C1CC1)N1CC(=O)N2[C@@H](CO)[C@@H](c3ccc(-c4ccccc4F)cc3)[C@@H]2C1	/	0.9	-5	-54
CCC(=O)N(C)C[C@@H]1Oc2cc(-c3cncnc3)ccc2S(=O)(=O)N([C@@H](C)CO)C[C@H]1C	17	-1.2	-1	12
C[C@H]1CN([C@@H](C)CO)S(=O)(=O)c2ccc(C#CC3CC3)cc2O[C@@H]1CN(C)C(=O)c1ccccn1	-8	9.3	-3	-34
C[C@@H](NC(=O)C[C@H]1CC[C@@H]2[C@H](COC[C@@H](O)CN2C(=O)Nc2cccc(Cl)c2)O1)c1ccccc1	-3	-1.5	34&11	15
CN1c2ccc(-c3ccccc3)cc2[C@H]2[C@H](CCN2C(=O)c2cccc(F)c2)[C@H]1CO	82	10.0	-3	-19
CC(=O)Nc1ccc2c(c1)C(=O)N(C)[C@H]1CC[C@H](CC(=O)NCc3ccc(Cl)cc3)O[C@H]1CO2	9	-0.3	5	-4
C[C@H](CO)N1C[C@H](C)[C@@H](CN(C)S(C)(=O)=O)Oc2ccc(NC(=O)NC3CCCCC3)cc2C1=O	/	1.2	-1	10
CCC(=O)N1CC[C@H]2[C@@H]1c1cc(-c3ccc(C#N)cc3)ccc1N(C)[C@H]2CO	58	9.6	-10	6
CCCN(C)C[C@H]1OCCCC[C@H](C)Oc2ccc(NS(=O)(=O)c3cccs3)cc2C(=O)N([C@H](C)CO)C[C@H]1C	26	1.9	5	?
CC(C)NC(=O)Nc1ccc2c(c1)C(=O)N(C)[C@H]1CC[C@H](CC(=O)NCC(F)(F)F)O[C@H]1CO2	-9	0.0	2	2
CO[C@H]1CN(C)C(=O)c2cc(NS(=O)(=O)CC(F)(F)F)ccc2OC[C@H](C)N(C(=O)c2ccc3c(c2)OCO3)C[C@H]1C	/	-0.8	/	15
COc1cccc(-c2cnc3c(c2)C(=O)N([C@H](C)CO)C[C@@H](C)[C@@H](CN(C)C(=O)Nc2c(C)noc2C)O3)c1	-98	0.2	-4	24

Looked up one by one from above, 2 records:
SMILES	T cruzi growth	GASC1 inh	C diff growth	Pf Dd2 inh
C[C@@H](NC(=O)C[C@H]1CC[C@@H]2[C@H](COC[C@@H](O)CN2C(=O)Nc2cccc(Cl)c2)O1)c1ccccc1	-3	-1.5	34&11	15
C[C@@H]1CN([C@@H](C)CO)C(=O)Cc2cc(NS(=O)(=O)c3ccc(F)cc3)ccc2O[C@@H]1CN(C)Cc1ccc(C(F)(F)F)cc1	90	-0.2	16	18

Next section
SMILES	T cruzi growth	GASC1 inh	C diff growth	Pf Dd2 inh
C[C@H](CO)N1C[C@H](C)[C@H](CN(C)S(=O)(=O)c2ccc(F)cc2)Oc2ccc(NC(=O)CCCN(C)C)cc2C1=O	-17	5.5	-3	-11
CCCC(=O)Nc1ccc2c(c1)OC[C@@H](C)N(Cc1cncnc1)C[C@H](C)[C@@H](OC)CN(C)C2=O	27	0.8	/	29
C[C@@H]1CN([C@H](C)CO)C(=O)c2cc(NC(=O)Nc3ccc(C(F)(F)F)cc3)ccc2O[C@@H](C)CCCCO[C@@H]1CN(C)Cc1ccc2c(c1)OCO2	?	1.4	-42	-60
C[C@H]1CN([C@@H](C)CO)C(=O)CCCn2nncc2CO[C@@H]1CN(C)S(C)(=O)=O	-12	0.6	-4	0
O=C(c1ccccc1F)N1CC(=O)N2[C@H](CO)[C@H](c3ccc(-c4cccnc4)cc3)[C@@H]2C1	/	0.0	-4	-3
CO[C@@H]1CN(C)C(=O)c2ccc(NC(=O)Nc3ccccc3F)cc2OC[C@H](C)NC[C@H]1C	-22	-0.3	-3	0
Cc1ccc(S(=O)(=O)N[C@H]2CC[C@@H](CCNC(=O)c3ccccc3F)O[C@H]2CO)cc1	-7	-0.6	/	-21
Cc1ccc(S(=O)(=O)Nc2ccc3c(c2)C(=O)N([C@@H](C)CO)C[C@@H](C)[C@H](CN(C)S(=O)(=O)c2cn(C)cn2)O3)cc1	-10	1.6	-1	-11
CCCC(=O)Nc1ccc2c(c1)C(=O)N(C)[C@@H]1CC[C@H](CC(=O)Nc3ccccc3)O[C@@H]1CO2	-47	0.6	7	5
CCS(=O)(=O)N1CC(=O)N2[C@@H](CO)[C@H](c3ccc(-c4ccccc4F)cc3)[C@@H]2C1	/	-0.9	1	4
C[C@H](CO)N1C[C@H](C)[C@@H](CN(C)S(=O)(=O)c2cccc(F)c2)Oc2ncc(C#CC3CC3)cc2C1=O	-88	-0.5	/	-56
CCCc1cn(CC[C@H]2CC[C@H](NC(=O)C3CCCCC3)[C@H](CO)O2)nn1	-12	1.1	/	13
COc1ccc(NC(=O)N(C)C[C@H]2Oc3ccc(NS(=O)(=O)c4cccs4)cc3C(=O)N([C@H](C)CO)C[C@H]2C)cc1	-9	-1.0	/	25
COc1ccc2c3c(n(C)c2c1)[C@H](CO)N(C(=O)NC(C)C)CC31CN(Cc2nccs2)C1	/	1.2	-14	-3
N#Cc1ccc(-c2ccc3c(c2)[C@H]2[C@H](CCN2C(=O)c2ccncc2)[C@H](CO)N3)cc1	52	-1.8	-80*	-10
O=C(Cc1cccnc1)N1CC2(C1)[C@@H](c1ccccc1)[C@@H](CO)N2C(=O)C1CC1	/	-1.4	-2	0
O=C(C[C@@H]1C[C@H]2c3cc(NC(=O)Nc4ccccc4)ccc3O[C@H]2[C@H](CO)O1)NCc1ccccc1	90	4.7	6	-78
CN(C)C(=O)c1cccc(-c2ccc(C3[C@@H]4CN(Cc5nccs5)C[C@H]3N4)cc2)c1 (stereo partly specified)	/	-0.3&0.6	-9&-6	-29&-4
COc1ccc(NC(=O)Nc2ccc3c(c2)C(=O)N([C@H](C)CO)C[C@H](C)[C@H](CN(C)Cc2ccc4c(c2)OCO4)OCCCC[C@@H](C)O3)cc1	91	0.1	8	-15
COc1ccc(S(=O)(=O)N(C)C[C@@H]2Oc3c(NC(=O)CCCCCC(=O)Nc4ccccc4N)cccc3C(=O)N([C@@H](C)CO)C[C@H]2C)cc1	/	-1.4	1	-83*
C[C@H](CO)N1C[C@H](C)[C@@H](CN(C)C(=O)c2ccccc2)Oc2ncc(Br)cc2C1=O	/	-2.8	0	7
COc1ccc2c3c([nH]c2c1)[C@H](CO)N(C(=O)Nc1c(C)noc1C)CC31CCN(CC2CCCC2)CC1	/	-0.7	4	-69
Cc1ccc(S(=O)(=O)N(C)C[C@H]2OCCCC[C@H](C)Oc3ccc(NC(=O)Nc4cccc5ccccc45)cc3C(=O)N([C@@H](C)CO)C[C@H]2C)cc1	/	/	3	-82*
C[C@@H]1CN([C@@H](C)CO)C(=O)c2cc(NS(C)(=O)=O)ccc2O[C@@H]1CN(C)S(=O)(=O)c1cccs1	91	0.7	/	17
CC(C)NC(=O)N(C)C[C@@H]1Oc2cc(C#C[C@H](C)O)ccc2S(=O)(=O)N([C@H](C)CO)C[C@H]1C	/	-0.6	2	15
Cc1ccccc1-c1ccc([C@@H]2[C@H](CO)N3CCCCN(S(=O)(=O)Cc4ccccc4)C[C@@H]23)cc1	33	-0.1	-42	-72
CC(=O)N(C)C[C@@H]1Oc2ncc(-c3ccc(C#N)cc3)cc2C(=O)N([C@@H](C)CO)C[C@@H]1C	-24	-2.5	2	3
O=C(Nc1ccc2c(c1)[C@@H]1C[C@H](CC(=O)N3CCc4ccccc4C3)O[C@@H](CO)[C@@H]1O2)C1CCOCC1	0	0.8	-5	10
COCC(=O)Nc1ccc2c(c1)OC[C@H](C)NC[C@@H](C)[C@H](OC)CN(C)C2=O	23	-0.1	2	/
O=C(Cc1ccccc1)N1CC(=O)N2[C@H](CO)[C@@H](c3ccc(-c4cccc(F)c4)cc3)[C@@H]2C1	/	1.3	6	-55

Continued; it opens with the 2 that closed the last part.
SMILES	T cruzi growth	GASC1 inh	C diff growth	Pf Dd2 inh
COCC(=O)Nc1ccc2c(c1)OC[C@H](C)NC[C@@H](C)[C@H](OC)CN(C)C2=O	23	-0.1	2	/
O=C(Cc1ccccc1)N1CC(=O)N2[C@H](CO)[C@@H](c3ccc(-c4cccc(F)c4)cc3)[C@@H]2C1	/	1.3	6	-55
Cc1ccc(-c2ccc3c(c2)O[C@H](CN(C)C)[C@@H](C)CN([C@H](C)CO)S3(=O)=O)cc1	107*	22	-2	-6
C[C@@H]1CN([C@@H](C)CO)C(=O)c2cc(Br)cnc2O[C@@H]1CN(C)Cc1ccccn1	8	-0.5	2&9	10&2
CC(=O)N1CC2(C1)[C@@H](c1ccccc1)[C@@H](CO)N2S(=O)(=O)c1ccccc1	/	/	-1	24
CC(C)NC(=O)N(C)C[C@@H]1Oc2c(NS(=O)(=O)c3ccc(Cl)cc3)cccc2C(=O)N([C@H](C)CO)C[C@H]1C	4	-0.4	3	-61
COc1ccc(S(=O)(=O)N(C)C[C@@H]2OCCCC[C@@H](C)Oc3ccc(NS(=O)(=O)c4ccc(Cl)cc4)cc3C(=O)N([C@H](C)CO)C[C@H]2C)cc1	/	/	-12	-23
C[C@@H]1CN([C@H](C)CO)S(=O)(=O)c2ccc(C#Cc3cccnc3)cc2O[C@H]1CN(C)C(=O)Nc1ccc2c(c1)OCO2	80	-2.1	2	-55
O=C(c1ccc(F)cc1)N1CC[C@@H]2[C@H]1c1cc(C#Cc3ccccc3F)ccc1N[C@@H]2CO	83	-2.5	66	11
C[C@H]1CN([C@@H](C)CO)C(=O)c2cc(NC(=O)CCCCCC(=O)Nc3ccccc3N)ccc2O[C@@H]1CN(C)C(=O)Nc1ccccc1	/	0.0	4	14
C[C@@H]1CN([C@@H](C)CO)C(=O)c2c(c3ccccc3n2C)-c2ccccc2CO[C@H]1CN(C)S(=O)(=O)c1cccs1	79	-4.5	17	-57
